Assay outcomes (PubChem)
HTRA1 inhibitor: blocks human HTRA1 serine peptidase | Q92743 | recombinant HTRA1, FP-rhodamine activity-based probe, fluorescence polarization | inhibition, % at 5.96 µM | hit rate 0.5% among 340,000 | AID 504803; in the data active means inhibition above about 36%;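 further: 0% = enzyme with DMSO and 100% = wells lacking enzyme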
Target sequence (Q92743 whole entry, looked up): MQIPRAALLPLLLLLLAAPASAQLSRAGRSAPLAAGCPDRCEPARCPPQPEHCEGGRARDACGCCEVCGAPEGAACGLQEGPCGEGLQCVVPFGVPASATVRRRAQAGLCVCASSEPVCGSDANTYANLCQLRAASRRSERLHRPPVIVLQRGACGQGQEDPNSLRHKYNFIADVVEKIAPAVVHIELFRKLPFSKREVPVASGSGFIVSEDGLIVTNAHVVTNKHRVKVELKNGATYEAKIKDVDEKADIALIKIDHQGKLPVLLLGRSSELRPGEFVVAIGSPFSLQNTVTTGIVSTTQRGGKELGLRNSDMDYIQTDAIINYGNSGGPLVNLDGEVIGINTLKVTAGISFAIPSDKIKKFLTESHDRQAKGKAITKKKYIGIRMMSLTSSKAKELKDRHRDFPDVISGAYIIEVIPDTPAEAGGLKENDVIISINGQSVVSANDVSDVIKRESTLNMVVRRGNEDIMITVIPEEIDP
ASAP1 inh: inhibitors of human ASAP1 ArfGAP activity; ASAP1-stimulated ARF1 GTP hydrolysis, GDP FP detection; Q9ULH1; inhibition, % at 16.5 µM; hit rate 0.19% among 360,000; AID 624377; in the data active means inhibition above about 25%;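 further: 0% = vehicle with enzyme and substrate and 100% = no enzyme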
Target sequence (Q9ULH1 325-724 limits assumed): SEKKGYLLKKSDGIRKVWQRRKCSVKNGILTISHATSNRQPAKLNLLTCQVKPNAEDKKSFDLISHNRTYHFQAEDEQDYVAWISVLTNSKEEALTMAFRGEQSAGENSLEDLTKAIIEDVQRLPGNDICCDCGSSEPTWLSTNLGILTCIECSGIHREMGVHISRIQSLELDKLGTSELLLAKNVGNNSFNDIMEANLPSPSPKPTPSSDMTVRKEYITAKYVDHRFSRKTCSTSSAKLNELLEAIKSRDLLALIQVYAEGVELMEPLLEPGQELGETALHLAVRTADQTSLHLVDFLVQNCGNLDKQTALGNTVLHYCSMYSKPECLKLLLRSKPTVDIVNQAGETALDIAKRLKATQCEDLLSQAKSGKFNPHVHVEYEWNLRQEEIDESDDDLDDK
GC-B act: GC-B (human) receptor activation; HEK293-GC-B cells, CNP EC30, cGMP TR-FRET; 0% at EC30 CNP, 100% saturating CNP; AID 1920062; activation, % at 10 µM; hit rate 0.11% among 370,000;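 active means activation at 10 µM reaching about 35% in either raw or pattern-adjusted values, limit read from the data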
SMARCA2 act: increases SMARCA2 function in MMTV reporter cells. AID 652017. activation, % at 9.1 µM. MG213 cells, MMTV-luciferase reporter, dexamethasone, overnight. hit rate 1% among 370,000; in the data active means activation above about 7.8%;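 further: 0% = vehicle wells and 100% = reference activator wells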
NR1D1 modulator: Rev-erb alpha (human) modulation | hit rate 0.79% among 370,000 | activity, % at 10 µM | P20393 | Rev-erbα–FITC-DNA binding, fluorescence polarization, 90 min;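 active means activity above about 14%, limit read from the data; passing the limit was not always enough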;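 further: 0% = DMSO wells with 35 nM protein and 100% = DMSO wells with 750 nM protein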
rCAG binder: r(CAG) repeat RNA binding; hit rate 1.3% among 370,000; AID 651821; TO-PRO-1 dye displacement fluorescence; inhibition, % at 3 µM;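 active means inhibition above the plate cutoff, the mean of all test compounds on that plate plus 3 SD, cut at about 35% in these data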;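 further: 0% = DMSO alone and 100% = 100 µM mitoxantrone as full dye displacement; higher means more dye released from RNA so lower well fluorescence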
PG9 binder: binds the HIV-1 gp120 antibody PG9. TR-FRET gp120-PG9 antibody binding. inhibition, % at 6.7 µM. hit rate 0.43% among 360,000. AID 624416; in the data active means inhibition above about 8.5%
mABHD4 FP: inhibitors of mouse ABHD4. purified mABHD4, FP-Rh probe fluorescence polarization. inhibition, % at 8.92 µM. hit rate 0.54% among 370,000;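 active means inhibition exceeding the mean over every tested compound plus 3 SD, cut at about 30% in these data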;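 further: 0% = plate median of compound wells and 100% = S159A mutant with DMSO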
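Assay system: mouse ABHD4 enzyme, wild type / Also added: fluorescent activity-based probe FP-Rh / Doses: single nominal dose of 8.92 µM, 0.89% DMSO final / Timing: 45 min compound pre-incubation plus 60 min probe step, 25 °C / Signal: FP readout, ex 525 nm / em 598 nm / Control set: S159A mutant/DMSO as 100%, compound-well median as 0%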
ARFGAP1 inh: inhibits rat ARF GTPase activating protein 1; Arfgap1-stimulated ARF1 GTP hydrolysis, GDP FP detection; inhibition, % at 16.5 µM; hit rate 0.26% among 360,000; AID 651572;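 active means inhibition above a per-plate limit, mean inhibition of low control wells plus 3 SD, cut at about 25% in these data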;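 further: 0% = DMSO wells with enzyme and 100% = wells lacking Arfgap1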
Target sequence (Q62848 1-136 limits assumed): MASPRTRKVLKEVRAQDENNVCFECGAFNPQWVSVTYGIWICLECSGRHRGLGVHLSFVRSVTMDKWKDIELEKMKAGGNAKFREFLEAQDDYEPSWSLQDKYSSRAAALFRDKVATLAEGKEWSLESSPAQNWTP
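material = rat Arfgap1 catalytic domain, aa 1-136 | also added = human ARF1(Δ1-17)-GTP substrate | compound dosing = one concentration, 16.5 µM, DMSO 1.26% | times = GTP hydrolysis reaction 2 h at 25 °C | measured by = FP, GDP Alexa 633 tracer displaced from anti-GDP antibody, 620/688 nm | evaluation = percent inhibition of Arfgap1-stimulated GTP hydrolysis | replication = single well per compound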
GC-A act: GC-A (human) enzyme activation; P16066; HEK293 GC-A cells, cGMP TR-FRET, EC30 ANP; 0% at EC30 ANP, 100% saturating ANP; activation, % at 10 µM; hit rate 0.14% among 370,000; AID 1671463; in the data active means activation above about 40%
* hit, by the source's call; / = no result given. Not a hit list. About 4.4% of those tested had a hit in this group.

SMILES	HTRA1 inhibitor	ASAP1 inh	GC-B act	SMARCA2 act	NR1D1 modulator	rCAG binder	PG9 binder	mABHD4 FP	ARFGAP1 inh	GC-A act
COc1nc(C)nc2c1sc1nc3c(cc12)COC(C)(C)C3	-4	-3	-5	10*	2	-3	0.0	7	12	2
COc1cc(-c2n[nH]c(=S)n2/N=C/c2cccn2C)cc(OC)c1OC	9	-4	-4	-2	-2	3	0.7	3	4	-5
O=C(CCn1c(=S)[nH]c2ccccc2c1=O)N1CCOCC1	0	-1	0	-1	1	2	1.1	9	5	0
CCCCNc1c(-c2ccc(SC(C)CC)c(OC)c2)nc2ccc(C)cn12 (stereo unspecified)	-19	4	-4	-1	3	-5	5.3	36*	-8	23
COCCNC(=O)CN(C(=O)CCC(=O)Nc1cc(C)on1)c1ccccc1C	0	-1	2	3	0	1	-1.8	3	3	-1
O=C(CSc1nc(=O)[nH]c2c1CCCC2)Nc1cc(C(F)(F)F)cc(C(F)(F)F)c1	1	9	-9	3	2	1	-1.5	0	15	-5
CN(C)CCC#CC1(O)c2ccccc2-c2ccccc21	1	17	1	-2	2	-1	0.9	4	7	-1
Nc1nc(N)c(N=Nc2ccccc2)c(=O)[nH]1	12	2	-8	-3	-3	1	-5.3	-5	3	-4
COc1ccc(C(=O)NCC(C)C)c(OC)c1	1	-5	-1	1	-5	0	0.0	2	2	-1
O=C(CCSCc1ccccc1)Nc1ccc2c(c1)OCCO2	-6	-4	-1	1	0	-3	0.1	-11	-1	2
O=C(N/N=C/c1cc(Br)c(O)c(Br)c1)c1cc2c(ccc3ccccc32)o1	46*	-11	-3	-2	-8	96*	-1.3	11	-17	11
COC(=O)CNC(=O)COC(=O)/C=C/c1ccc(F)cc1	-15	6	0	2	2	2	0.7	2	5	5
C/C(=N\NC(=S)Nc1c(C)cccc1C)c1ccc(OC(F)F)cc1	-10	9	-2	1	-8	0	-1.3	4	21	-3
Cc1cccc(N2CCN(C(=O)c3noc4c3COc3ccc(C)cc3-4)CC2C)c1 (stereo unspecified)	-5	-2	-1	-3	5	4	-0.9	5	1	-1
CCN(c1ccccc1)S(=O)(=O)c1cc2c(cc1C)NC(=O)CO2	-6	13	-6	-2	3	1	0.3	1	-7	-3
COc1ccc(OC)c([N+](=O)[O-])c1C(N)=O	2	8	9	-1	-12	0	-1.0	2	26*	-2
O=C(O)CC1(CC(=O)Nc2ccc(F)cc2F)CCCCC1	/	-3	2	0	1	-1	-0.1	-3	2	-4
CC(=O)Nc1ccc(N2C(=O)CSC2c2c(F)cccc2Cl)cc1 (stereo unspecified)	-2	27*	2	-8	5	-1	-2.3	-5	-12	-1
CS(=O)(=O)Nc1ccc(C(=O)NCC2CCCO2)cc1 (stereo unspecified)	2	2	3	1	6	-1	0.6	3	2	3
COc1ccc(N(CC(=O)N2CCCC(C)C2)S(=O)(=O)c2c(C)nn(C)c2C)cc1 (stereo unspecified)	1	-5	0	-2	-3	-2	1.0	4	2	-3
CCCN(CCC)Cc1cc(=O)oc2cc(OC)ccc12	/	-14	-7	-7	1	1	-1.2	-2	4	-4
Cc1oc(-c2ccccc2)nc1CS(=O)CC(=O)N1CCc2ccccc2C1 (stereo unspecified)	0	-3	0	4	4	-2	-0.6	6	-3	-1
O=C(CCC1CCCN(C(=O)c2ccc3c(c2)OCO3)C1)N1CCN(c2ccccn2)CC1 (stereo unspecified)	-3	1	-2	-5	1	-9	-2.0	7	-11	-3
Cc1nn(-c2nc3ccccc3s2)c(N)c1Sc1ccc(F)cc1	0	-12	3	6	1	-1	0.4	1	7	0
Cc1cc(C)c(C)c(S(=O)(=O)N2CCN(C(=O)c3cc(=O)[nH]c4ccccc34)CC2)c1C	-4	4	-1	-3	-3	-1	-1.2	1	-2	-7
Cc1cccc(NC(=O)/C(C#N)=C/c2ccc[nH]2)c1C	-2	-4	0	2	6	-3	-1.3	11	0	0
CCn1c(C(=O)N2CCC(C(=O)NCc3cccs3)CC2)cc2sccc21	-4	0	-4	-4	13	1	-1.5	-5	5	-4
O=C(Nc1ncccn1)c1cc(-c2ccc(F)cc2)nc2ccccc12	-1	2	0	0	15	-2	0.7	-4	6	0
O=C(NCc1cccnc1)c1cnn2ccccc12	2	2	3	1	0	2	-1.9	3	-5	1
Cc1ccc(C(=O)CCNc2cccc(Br)c2)o1	-15	-6	4	8.8*	0	-1	2.5	-10	4	-1

An excerpt from above in order of their number in NR1D1 modulator, falling:
molecule,HTRA1 inhibitor,ASAP1 inh,GC-B act,SMARCA2 act,NR1D1 modulator,PG9 binder,mABHD4 FP,ARFGAP1 inh,GC-A act
CC(=O)Nc1ccc(N2C(=O)CSC2c2c(F)cccc2Cl)cc1 (stereo unspecified),-2,27*,2,-8,5,-2.3,-5,-12,-1
Cc1nn(-c2nc3ccccc3s2)c(N)c1Sc1ccc(F)cc1,0,-12,3,6,1,0.4,1,7,0
COc1ccc(OC)c([N+](=O)[O-])c1C(N)=O,2,8,9,-1,-12,-1.0,2,26*,-2

(more compounds)
SMILES	HTRA1 inhibitor	ASAP1 inh	GC-B act	SMARCA2 act	NR1D1 modulator	rCAG binder	PG9 binder	mABHD4 FP	ARFGAP1 inh	GC-A act
Cc1ccccc1C(=O)NC(=S)NCC(=O)c1ccccc1	-5	0	-2	-3	0	7	1.9	-10	12	0
Cc1ccc(CN2CCN(Cc3cc4ccccc4o3)CC2CCO)cc1 (stereo unspecified)	0	6	-6	-3	2	-7	-2.2	1	0	-3
O=C(Nc1cccc(-c2cn3ccccc3n2)c1)c1cccs1	-3	-9	-4	0	0	1	-3.0	-2	-2	4
NS(=O)(=O)c1cccc(NC(=O)CN2CCCc3ccccc32)c1	9	3	0	-4	-6	0	-1.7	0	0	0
Cc1ccc(Nc2n[nH]c(C)c2[N+](=O)[O-])cc1C	6	5	2	6	1	1	-2.7	-6	2	24
COc1ccc(N2CCN(C(=O)[C@H](C)NC(=O)c3ccccc3Cl)CC2)cc1	5	-10	0	-2	2	-6	0.2	3	5	-4
CCOc1cccc(/C=N/NC(=O)c2cccnc2)c1O	3	-7	1	-3	0	-2	-1.9	3	-14	1
CN(C)c1cccc(C(=O)Nc2cc(C(F)(F)F)ccc2-n2cnc3ccccc32)c1	3	15	-4	-1	-6	-2	0.1	5	8	-6
CC(=O)C1=C(O)C(=O)N(CCC(=O)O)C1c1ccccc1Cl (stereo unspecified)	3	7	3	-4	-5	0	-0.7	2	-2	1
O=C(O)c1cc2ccc3ccccc3c2[nH]1	-1	-1	-2	-3	-6	3	0.0	-2	4	-1
CCN(CC)c1ccc(/C=N/NC(=S)NCc2ccc(OC)cc2)cc1	8	-4	-3	2	6	7	-4.2	9	-9	-7
CCCN(C(=O)COC(=O)C12CCC(=O)N1c1ccccc1S2)c1c(N)n(Cc2ccccc2)c(=O)[nH]c1=O (stereo unspecified)	1	2	2	-2	1	5	-2.1	-1	4	3
COc1cc(C(=O)NCC(c2ccco2)N2CCc3ccccc32)cc(OC)c1OC (stereo unspecified)	3	2	-2	-2	5	-1	-1.8	0	-7	-1
Cc1ccc(-n2c(=O)cc(N3CCc4ccccc4C3)[nH]c2=O)cc1	1	12	5	-3	1	-1	-2.8	5	16	3
COc1ccc(S(=O)(=O)NCc2cccnc2)cc1C	6	-9	6	-4	0	5	-1.3	0	3	-2
O=C1CCCC(=O)C1=Cc1c[nH]c2ccccc12	-2	-19	-10	0	-3	0	-1.3	1	1	-5
O=C(N/N=C/c1ccc([N+](=O)[O-])o1)C(O)c1ccccc1 (stereo unspecified)	-2	-8	0	-4	-5	5	-0.2	13	-1	-2
O=C(NCc1ccccn1)c1cccc(S(=O)(=O)N2CCc3ccccc32)c1	-3	-10	-2	1	6	2	-1.6	-2	-6	-3
COC(=O)c1c(NC(=O)C2CCCCC2)sc2c1CCN(C(C)C)C2	4	5	4	-1	1	-4	0.7	6	0	3
CC(=O)Nc1ccc(NC(=O)Cn2c(CC(=O)N3CCCC3)nc3ccccc32)cc1	-5	/	4	/	4	/	/	/	/	2
COc1ccc(CCNC(=O)CSc2nc(N)c(C#N)c(-c3cccs3)c2C#N)cc1OC	-8	-7	-6	-3	37*	5	0.2	-2	-15	-2
CN1CCN(C(=O)/C=C/c2c(F)cccc2Cl)CC1	4	3	4	0	3	-1	0.3	5	-2	3
COc1cccc(C(=O)O/N=C(\N)c2ccccn2)c1	-1	7	0	-4	0	-3	-2.7	2	17	-1
Cc1ccccc1C(=O)NNC(=O)c1ccc2nc[nH]c2c1	1	5	3	-2	-3	5	2.0	12	-1	1
Cc1sc2nc(-c3ccccc3)oc(=O)c2c1C	-18	4	-6	2	-2	2	-1.5	-12	-8	-5
Cc1ccc(-c2nc3cnccn3c2Nc2ccc3c(c2)OCO3)cc1	4	-4	50*	1	-1	5	-2.5	16	9	51*
Cc1cccc(NC(=S)N2CCCCC2c2cccnc2)c1C (stereo unspecified)	4	-9	2	0	-2	2	-0.5	4	0	4
Cc1ccc(C)c(S(=O)(=O)NCc2ccc(C(=O)N3CCOCC3)cc2)c1	0	0	0	-2	-5	-4	0.1	0	2	-4
CSc1nnc2c(n1)c(C)nn2-c1cccc(C)c1	0	0	0	1	6	3	3.2	1	2	1
NN1C(=O)/C(=C2/Sc3ccccc3N2CCCS(=O)(=O)O)SC1=S	-3	6	2	0	4	7	-3.8	6	2	-4
Cc1cc(C(=O)NCCN2CCOCC2)ccc1[N+](=O)[O-]	/	2	5	-3	-2	-1	1.3	-2	-2	-5
O=C(OCc1cnc(Cl)s1)c1cccc(Cl)c1	-4	-5	-8	0	2	-3	0.1	0	0	3
CCN(CC)C(=O)C1CCN(S(=O)(=O)c2ccc(-n3cnnn3)cc2)CC1	1	-1	1	-1	11	-1	-1.5	0	-5	-3
N#Cc1ccc(-c2nc3ccc(Br)cn3c2Cc2cccc(Cl)c2)cc1	/	0	7	2	7	18	1.9	-25	-2	8
COc1cc(C(C(=O)NC2CCCC2)N(C(=O)Cc2cccs2)C2CC2)cc(OC)c1OC (stereo unspecified)	3	0	-5	-3	-2	-6	-2.5	4	1	-5
O=C(Nc1nc2ccccc2[nH]1)c1ccc(F)c(S(=O)(=O)N2CCOCC2)c1	-4	-2	3	-1	2	5	-2.0	0	1	2
Cc1cc(Br)ccc1NC(=O)CNC(=O)CN1C(=O)NC2(CCCCCC2)C1=O	-4	2	2	-2	3	-4	-1.1	1	14	1
O=S(=O)(Nc1cccc(Br)c1)c1cccc2nsnc12	5	-8	0	-1	0	5	0.5	5	-9	-2

Look-ups from the list:
For ASAP1 inh, O=S(=O)(Nc1cccc(Br)c1)c1cccc2nsnc12 shows -8
For mABHD4 FP, Cc1cc(C(=O)NCCN2CCOCC2)ccc1[N+](=O)[O-] shows -2
For HTRA1 inhibitor, COc1cc(C(C(=O)NC2CCCC2)N(C(=O)Cc2cccs2)C2CC2)cc(OC)c1OC (stereo unspecified) shows 3
For mABHD4 FP, O=C(Nc1nc2ccccc2[nH]1)c1ccc(F)c(S(=O)(=O)N2CCOCC2)c1 shows 0
For mABHD4 FP, CCN(CC)C(=O)C1CCN(S(=O)(=O)c2ccc(-n3cnnn3)cc2)CC1 shows 0
